High-throughput results from PubChem.
a7 integrin act = integrin-mediated muscular dystrophy alleviation activation; alpha7betagal myoblasts, beta-gal FDG fluorescence, 48 h; Potency, µM (titrated, usually from 38.3 µM), for the others: top-dose activation, actives largely listed as activators; 0.064% of 350,000 active;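 note: potency is the fitted concentration of half-maximal effect; 100% = response of the positive control SU9516; nearly all actives have a fitted effect of over 60% in size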
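Alpha7betagal+/- myoblasts (passage 13) were plated 16-24 hr, then exposed to compounds (1:260 dilution of DMSO stock) for 48 hours at 37C. After MPER lysis, β-galactosidase reporter activity was read as FDG fluorescence (ex 480/em 540) after 30 minutes.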
Menin MLL FP TR = menin-MLL binding inhibition, Texas Red mutant peptide. O00255. Menin + Texas Red MLL mutant peptide, fluorescence polarization. Potency, µM (highest dose often 61.6 µM), inactives show at the top dose FP activity change, negative = inhibition, most hits filed as inhibitors. 0.23% of 270,000 active; active = well fitted inhibition curve with a large enough effect in the polarisation, with a control signal flat, not every such curve was filed as active; inconclusive = small, poorly fitted or top-dose-only effect, or effect the other way, or a change in a side signal; inactive = no such curve, though single readings can be large or run the other way; the % refers to the polarisation; note: potency is the fitted concentration of half-maximal effect; % of control where 0% means no effect; many of its hits are not listed in these tables
Target sequence (O00255 whole entry, looked up): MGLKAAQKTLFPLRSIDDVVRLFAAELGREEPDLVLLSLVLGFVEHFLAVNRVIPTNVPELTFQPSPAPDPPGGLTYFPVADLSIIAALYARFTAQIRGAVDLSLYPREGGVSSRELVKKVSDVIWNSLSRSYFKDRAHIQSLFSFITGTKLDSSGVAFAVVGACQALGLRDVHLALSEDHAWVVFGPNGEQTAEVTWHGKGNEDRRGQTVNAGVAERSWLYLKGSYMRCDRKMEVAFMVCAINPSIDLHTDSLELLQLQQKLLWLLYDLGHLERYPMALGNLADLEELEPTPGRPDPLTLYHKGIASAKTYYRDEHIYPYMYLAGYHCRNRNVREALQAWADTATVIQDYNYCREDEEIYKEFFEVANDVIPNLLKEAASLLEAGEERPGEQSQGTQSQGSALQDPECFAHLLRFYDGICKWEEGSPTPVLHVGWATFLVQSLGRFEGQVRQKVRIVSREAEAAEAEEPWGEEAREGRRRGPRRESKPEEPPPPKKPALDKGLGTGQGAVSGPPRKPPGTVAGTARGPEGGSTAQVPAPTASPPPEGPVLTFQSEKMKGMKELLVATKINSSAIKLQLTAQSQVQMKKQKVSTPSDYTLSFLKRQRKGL
PTAP TSG101 blk = blocks PTAP/TSG101 interaction to inhibit HIV-1 budding; 340,000 tested, under 10 active; Potency, µM (doses to about 115 µM), inactives show at the highest dose activity change, negative = inhibition, hits mostly inhibitors; Fluorescence polarization, FITC-PTAP peptide / Tsg101 binding; Q99816; active = well fitted inhibition curve with a large enough effect in the main read-out, with a control signal flat, not every such curve was filed as active; inconclusive = small, poorly fitted or top-dose-only effect, or effect the other way, or a change in a side signal; inactive = no such curve, though single readings can be large or run the other way; note: potency is the fitted concentration of half-maximal effect; % of control where 0% means no effect
Target sequence (Q99816 whole entry, looked up): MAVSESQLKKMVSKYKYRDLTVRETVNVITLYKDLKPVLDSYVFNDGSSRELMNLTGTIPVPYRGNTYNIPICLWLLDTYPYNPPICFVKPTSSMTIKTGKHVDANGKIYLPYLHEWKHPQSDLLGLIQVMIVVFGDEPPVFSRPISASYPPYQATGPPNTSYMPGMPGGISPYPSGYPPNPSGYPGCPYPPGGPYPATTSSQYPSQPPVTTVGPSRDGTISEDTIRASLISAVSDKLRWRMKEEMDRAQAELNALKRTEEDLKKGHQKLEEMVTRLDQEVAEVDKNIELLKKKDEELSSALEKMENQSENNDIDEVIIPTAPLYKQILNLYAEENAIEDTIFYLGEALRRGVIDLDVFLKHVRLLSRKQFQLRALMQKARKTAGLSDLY
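FP read-out: FITC-PTAP peptide, 50 nM final, binding Tsg101 binding domain, 10 uM final; 20 min, r.t.; 10 mM HEPES pH 7.5, 0.15 M NaCl, 0.01% Tween 20, 3 mM EDTA, 0.1 mM TCEP.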
Mito fusion act = blocks mitochondrial division or promotes mitochondrial fusion; S. cerevisiae fusion-defective mutant growth rescue, CellTiterGlo 48 h; Potency, µM (top dose mostly 46.1 µM), inactives show at the top dose growth rescue (activation), most hits filed as activators; 0.23% of 320,000 active;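 note: potency is the fitted concentration of half-maximal effect; % of control where 0% means no effect; nearly all actives have a fitted effect of over 45% in size; temperature-sensitive fusion mutants such as fzo1-1 at 37 °C on non-fermentable ethanol glycerol medium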
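Yeast fusion mutant, YPEG (non-fermentable carbon), compound, 48 h at 37C non-permissive; CellTiterGlo added, 10 min RT, luminescence read. Rescued growth = division inhibition.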
MLL CXXC-DNA inh = inhibitors of human MLL CXXC domain-DNA interaction. 0.037% of 290,000 active. MLL-CXXC / FITC-HOXA9 DNA fluorescence polarization. Potency, µM (doses to about 115 µM), without a hit: at the highest dose activity change, negative = inhibition, most hits filed as inhibitors; active = well fitted inhibition curve with a large enough effect in the polarisation, with a control signal flat, not every such curve was filed as active; inconclusive = small, poorly fitted or top-dose-only effect, or effect the other way, or a change in a side signal; inactive = no such curve, though single readings can be large or run the other way; the % refers to the polarisation; note: potency is the fitted concentration of half-maximal effect
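Fluorescence polarization: 7 uM MLL-CXXC (stock) preincubated 5 min with compounds, then 50 nM fluorescein-HOX-A9 DNA (stock) added; 30 min ambient. Buffer 50 mM Tris-HCl pH 7.5, 50 mM NaCl, 1 mM DTT, 0.05% BSA.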
TCR act = activates T cell receptor signaling. Potency, µM (highest dose often 9.22 µM), without a hit: at the top dose activation of IL-2 secretion, hits mostly activators. AID 504894. 330,000 tested, under 10 active. primary human leukocytes, anti-CD3, IL-2 HTRF, 48 h; note: % of control where 0% means no effect
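IL-2 produced over 48 hr by a-CD3 bead-stimulated primary human leukocytes exposed to compounds was detected with a homogeneous time-resolved FRET immunoassay, 665nm acceptor signal after 320nm excitation.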
TSHR antagonist = blocks TSH signaling through the human TSH receptor; TSHR-expressing cells, TSH-stimulated cAMP HTRF, 2 h; active compounds read low; 0.2% of 330,000 active; P16473; activity change, negative = inhibition, % at 11.5 µM;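 active = activity change below a set negative limit, meaning inhibition stronger than a set level, cut at about -70% in these data; inconclusive = activity change between two set negative limits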; note: % is set by controls: 0 for no effect and ±100 for the full control effect
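Cell-based HTRF cAMP assay; TSHR cells + compound, TSH EC80 (4nM final), 2 h, 37 deg C. Lysis with anti-cAMP cryptate and cAMP-d2, 30 min RT, read 665/620 nm.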
A-T KAP1 phos = potential ataxia-telangiectasia treatments restoring KAP-1 phosphorylation. […] A-T fibroblasts, KAP-1 phosphorylation AlphaLISA; neocarzinostatin DNA damage 30 min before lysis. Potency, µM (doses to about 57.5 µM), for the others: top-dose activation, most hits filed as activators. 0.19% of 320,000 active; note: potency is the fitted concentration of half-maximal effect; % of control where 0% means no effect; nearly all actives have a fitted effect of over 45% in size
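ATM-like activity read as KAP-1 phosphorylation via AlphaLISA donor/acceptor antibody pairs after lysis and 6 hr at 25C. Cells were ATM-null patient fibroblasts ([…], hTERT), dosed 60 min, then exposed to the DSB inducer NCS for 30 min.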
MBNL1-CUG inh = inhibitors of human MBNL1 binding to CUG repeat RNA; TR-FRET MBNL1-His/biotin-(CUG)12 binding, 665/545 ratio; Potency, µM (series often up to 57.5 µM), without a hit: at the highest dose activity change, negative = inhibition, actives largely listed as inhibitors; 0.036% of 280,000 active; active = well fitted inhibition curve with a large enough effect in the signal ratio, with a control signal flat, not every such curve was filed as active; inconclusive = small, poorly fitted or top-dose-only effect, or effect the other way, or a change in a side signal; inactive = no such curve, though single readings can be large or run the other way; the % refers to the signal ratio; note: potency is the fitted concentration of half-maximal effect; % is set by controls: 0 for no effect and ±100 for the full control effect
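TR-FRET readout: Ex 340 nm, 665/545 nm emission ratio, normalized to buffer-only (basal) and MBNL1-(CUG)12 controls. Complex of MBNL1-His with Biotin-(CUG)12, compounds 92 nM–58 uM, incubated 60 min at room temperature.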
ASM inhibitor = human S-ASM enzyme inhibition | P17405 | placental ASM, HMU-PC fluorogenic substrate, 60 min | Potency, µM (titrated, usually from 57.5 µM), inactives show at the top dose activity change, negative = inhibition, most hits filed as inhibitors | 0.006% of 340,000 active | AID 504937; note: potency is the fitted concentration of half-maximal effect
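qHTS format. ASM enzyme prepared from human placenta hydrolyses the fluorogenic substrate HMU-PC0 (9 uM final) over 60 min at 37 °C after a 10 min compound preincubation.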
* = called active by the depositor; u = inconclusive; x = not tested or not shown; [ ] = dose if it differs, or a comment. Unless noted, calls come from the whole dose curve; as a rule, active = well fitted curve in the direction sought with a large enough effect; inconclusive = small, poorly fitted or top-dose-only effect, or another doubt; inactive = no such curve, though single readings can be large; an effect the other way counts as inactive or inconclusive. These rows are one share of the data; rates above refer to the full screens.

Under each structure – a7 integrin act | Menin MLL FP TR | PTAP TSG101 blk | Mito fusion act | MLL CXXC-DNA inh | TCR act | TSHR antagonist | A-T KAP1 phos | MBNL1-CUG inh | ASM inhibitor
CCOC(=O)C1CCN(Cc2cn(C)nc2-c2ccc(Oc3ccccc3)cc2)CC1
→ -21% | -25% | -2% | -5% | -2% | -1% | 2 | 0% | 4% | 1%
Cc1nc2nc3c(c(=O)n2[nH]1)CCCC3
→ -6% | 3% | 0% | 1% | -5% | 6% | 1 | 1% | -3% | 4%
Cc1cc(OCC(=O)Nc2ccccc2N2CCOCC2)c(C(C)C)cc1Cl
→ -25% | x | 1% | -8% | x | -2% | -1 | 7% | x | -2%
Cc1ccnc(NS(=O)(=O)c2ccc(NC(=O)Cc3cccs3)cc2)n1
→ 6% | 15% | -5% | 2% | 4% | 0% | -2 | -8% | -3% | 1%
C/C(=N\NC(=O)COc1ccccc1[N+](=O)[O-])c1cccs1
→ -30% | -9% | 1% | -8% | -6% | 2% | -6 | 3% | u | 0%
Cc1ccc(NC(=O)CSc2nn3c(=O)c(C)nnc3s2)cc1Cl
→ -8% | x | 0% | 3% | 4% | -3% | 15 | -4% | -1% | 7%
COc1ccccc1NC(=O)CSc1nnc(Cn2c(=O)sc3ccccc32)n1C
→ 18% | -3% | -5% | -6% | -7% | 8%[46.1 µM] | -1 | 4% | -4% | 2%
Cc1cc(C)cc(NC(=O)c2cc(S(=O)(=O)NCc3ccco3)ccc2F)c1
→ -35% | 0% | -6% | 4% | 2% | -3% | -3 | 3% | 4% | -8%
CCCN(C(=O)Cc1nc(N)n[nH]1)C1(C(=O)Nc2ccccc2C)CCCCC1
→ -8% | -1% | -7% | 0% | -2% | 5% | 6 | -6% | 5% | 2%
Cc1cccc(C)c1Nc1nnc(SCc2cc([N+](=O)[O-])cc3c2OCOC3)s1
→ 0% | -7% | -9% | 15% | 14% | 0% | -9 | x | 36%[activator] | -6%
Cc1ccc(S(=O)(=O)NC(CC(=O)NC2CCCC2)c2ccco2)cc1 (configuration not stated)
→ -11% | -21% | 0% | -11% | 2% | 0% | 11 | 16% | -7% | 0%
Cc1ccccc1OCC(=O)NCCCNC(=O)c1cccnc1
→ -6% | 6% | 0% | -6% | -4% | -2% | 9 | 0% | 2% | 1%
COc1cc(C(=O)Nc2c(-c3ccccn3)c(=O)c3ccccc3n2C)cc(OC)c1OC
→ x | 5% | x | 2% | -9% | x | -3 | 11% | -4% | x
Cc1ccc(C)c(SCC(=O)N(C)C2CCS(=O)(=O)C2)c1 (configuration not stated)
→ 21% | x | 0% | x | x | 0% | 6 | 0% | x | 6%
Cc1nc(CS(=O)(=O)c2ccc(Cl)cc2)cc(N2CCOCC2)n1
→ -15% | -25% | -2% | -1% | 2% | -5% | -6 | -3% | -1% | -1%
Cc1cc(=O)[nH]c2c1c(C)nn2C1CCOC(C)(C)C1 (configuration not stated)
→ 14% | 21% | -9% | 1% | -4% | 6% | 2 | 1% | -10% | 4%
CC1CCN(CCc2nc3cc(NC(=O)NC4CCCCC4)ccc3n2C)CC1
→ -26%[7.66 µM] | -9% | -4% | -1% | 7% | 6% | 3 | 3% | -4% | 3%
CCn1c2ccccc2c2cc(NC(=O)COC(=O)c3cc(S(N)(=O)=O)c(Cl)cc3Cl)ccc21
→ 0% | u | -4% | 0% | 14% | 1% | 0 | 2% | -1% | -4%
O=C(CN1CCC(n2nnc3cc(F)ccc32)CC1)N1CCc2ccccc2C1
→ -27% | -18% | -7% | -3% | 1% | -3% | -2 | 6% | 11% | -1%
COc1cccc(N2CCN(C(=O)CC(NC(=O)c3ccccc3)c3ccccc3)CC2)c1 (configuration not stated)
→ 19% | x | -2% | -2% | x | 0% | 17 | 0% | x | 2%
Cc1c(/C=N/NC(=O)c2cccnc2)c2ccccc2n1Cc1ccccc1
→ -52%[inhibitor] | -16% | -2% | -4% | 9% | 4% | -9 | 1% | 3% | -5%
O=C1CCC[C@@H]2Cc3nc4ccc(Cl)cc4cc3[C@@H]3CCN1[C@H]23
→ -9% | x | -6% | x | x | 5% | x | x | x | 2%
Nc1cnn(C2OC(CO)C(O)C2O)c(=O)n1 (configuration not stated)
→ u | 3% | 1% | -1% | 0% | -10% | 11 | 0% | 6% | -2%
CN1C2C=C3C(C#N)=C(N)C(C#N)(C#N)[C@@H](c4ccc(Cl)cc4)[C@@H]3C1CC2 (some centres not stated)
→ -36% | -13% | 0% | 1% | -2% | 4% | -5 | 7% | 22% | 38%[activator]
COc1ccc(NC(=O)CCN2CCN(S(=O)(=O)c3ccc(Br)cc3)CC2)cc1
→ 28% | x | 2% | 3% | 4% | 4% | -2 | -11% | -2% | -2%
C/C=C/C=C/[C@H]1Cc2cc(O)cc(O)c2O1
→ x | x | x | -26% | u | x | -5 | 0% | -7% | x
Oc1ccccc1-c1cc(-c2ccccc2Cl)[nH]n1
→ -3% | u | -1% | -3% | -11% | -2% | x | x | 2% | -21%
COCCn1c(N2CCN(c3ccccc3)CC2)nc2c1c(=O)n(C)c(=O)n2C
→ 0% | -4% | 0% | 7% | 0% | 0% | 3 | 3%[11.5 µM] | -9% | 1%
COc1cc(-c2nnc(NC(=O)C3=COCCO3)o2)cc(OC)c1OC
→ 14% | x | 0% | 1% | x | 4% | 24 | -1% | x | 2%
Cc1ccc2c(c1)N(CC(=O)NCc1ccco1)C(=O)CO2
→ 34% | 2% | -6% | -1% | -1% | 9%[46.1 µM] | 2 | x | u | 1%
CCc1ccc(NC(=O)N(CCN2CCOCC2)C2CCN(C(C)=O)CC2)cc1
→ -16% | -8% | -7% | 3% | -3% | 11% | -6 | 4% | -3% | 4%
Oc1ccc(CCC2CCCCN2Cc2nc(C3CC3)no2)cc1 (configuration not stated)
→ u | u | -4% | 12% | -2% | -5% | 14 | -3% | 9% | -3%
COc1ccc(NS(=O)(=O)c2ccc(O)c(C(=O)OCC(=O)N3CC(C)OC(C)C3)c2)cc1 (configuration not stated)
→ 29% | -3% | -2% | 3% | 0% | -2% | -4 | 1% | 1% | 3%
O=S1(=O)CCC(NC(=S)SCc2ccccc2Br)C1 (configuration not stated)
→ -15% | 5% | -3% | 5% | 2% | 2% | -1 | 4% | -5% | -1%
O=S(=O)(Nc1cccc2ccccc12)N1CCCC1
→ -12% | 1% | 2% | 1% | -10% | -4% | 3 | 8% | -2% | 4%
O=C(Cn1[nH]c(=O)c2ccccc2c1=O)Nc1cccc(-c2nnc3n2CCCCC3)c1
→ 3% | 4% | -3% | -6% | 11% | -21% | 4 | -3% | 8% | -1%
CCCCNc1nc2c(S(=O)(=O)c3ccccc3)nnn2c2ccccc12
→ 5% | 0% | -2% | 5% | 6% | -18% | 0 | -2% | u | 4%
CC(C)C(=O)Nc1nc2ccc(S(C)(=O)=O)cc2s1
→ 7% | 0% | -3% | 2% | 4% | -9% | 3 | 2% | 4% | 5%
CCCN(C(=O)C1CCCN(c2ncnc3c2nc2n3CCCCC2)C1)c1ccc(F)cc1 (configuration not stated)
→ -9% | x | 0% | 13% | 3% | -6% | -7 | -4% | 1% | -3%
Cc1c(NS(=O)(=O)c2cc(C(=O)NC(C)c3ccccc3)ccc2Cl)c(=O)n(-c2ccccc2)n1C (configuration not stated)
→ 20% | x | -1% | 6% | x | -3% | -6 | 0% | x | 0%
COc1cc(NS(=O)(=O)c2cc3[nH]c(=O)c(=O)[nH]c3cc2C)cc(OC)c1OC
→ 0% | 5% | -5% | 0% | x | 1% | 4 | -2% | 8% | 1%
CN(C)C(=O)CSc1nnc(-c2cccnc2)n1-c1ccccc1
→ -7% | 1%[11.7 µM] | -3% | 1% | 6% | 5% | 5 | -21% | -3% | 6%
Cc1nn(C)c(C)c1S(=O)(=O)N(CC(=O)NCc1ccco1)c1ccc(C(C)C)cc1
→ x | -6% | x | 0% | 3% | 5%[46.1 µM] | 3 | 2% | u | x
COc1cccc(CN(C)C(=O)C2CCN(S(=O)(=O)c3cccs3)CC2)c1OC
→ -21% | x | -2% | -2% | x | -1% | -12 | 3% | x | 3%
